Compound activity as filed in PubChem BioAssay.
MITF TRPM1 HTS = MITF TRPM1 promoter activation in melanoma cells | SK-MEL-5 TRPM1-promoter luciferase, 24 h; % of positive control, neutral wells = 0 | activation, % at 12.5 µM | 300,000 tested, 0.75% active;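 active means mean activation of at least 80% with every replicate also reaching 80%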;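 further: 0% = neutral control wells and 100% = parthenolide positive control wells; values of inactives mirror those of a sister screen read the other way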
SR-BI DiI-HDL act = activators of SR-BI mediated HDL lipid uptake; CHO ldlA[mSR-BI] cells, DiI-HDL uptake fluorescence, 3 h; 100 = double the neutral-control signal; 320,000 tested, 0.096% active; activation, % at 12.5 µM;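 active means mean replicate activation of at least 60% and every replicate at or above 60%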;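 further: 0% = median plate neutral-control signal and 100% = twice that signal; values of inactives mirror those of a sister screen read the other way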
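system = CHO ldlA[mSR-BI] cells, LDL receptor-null, SR-BI overexpressing | medium = Ham's F12 with 0.5% BSA, HEPES 25 mM, pH 7.4 | probe or stimulus = DiI-HDL 10 µg/mL | compound dosing = single-point compound dose | incubation = compound exposure 3 h, 37 °C | technique = DiI fluorescence, bottom read | read-out = cell-associated DiI fluorescence as measure of HDL uptake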
Rtt109 HAT inh = C. albicans Rtt109 histone acetyltransferase inhibition | purified Rtt109/Vps75, ThioGlo CoA-SH fluorescence, 4 h | inhibition, % at 34.9 µM | 330,000 tested, 0.16% active | AID 540336;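 active means inhibition of at least 50% in every replicate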
Target sequence (Q5AAJ8 whole entry, looked up): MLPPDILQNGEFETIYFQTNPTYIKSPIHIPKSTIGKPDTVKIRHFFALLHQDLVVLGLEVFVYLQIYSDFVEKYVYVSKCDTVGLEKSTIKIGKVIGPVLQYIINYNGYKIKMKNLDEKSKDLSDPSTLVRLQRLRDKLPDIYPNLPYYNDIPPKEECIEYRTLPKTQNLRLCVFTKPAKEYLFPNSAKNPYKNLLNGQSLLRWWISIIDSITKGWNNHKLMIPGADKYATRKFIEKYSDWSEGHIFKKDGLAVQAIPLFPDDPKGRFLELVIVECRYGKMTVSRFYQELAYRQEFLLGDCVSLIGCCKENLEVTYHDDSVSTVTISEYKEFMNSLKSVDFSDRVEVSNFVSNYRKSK
SR-BI HDL uptake = mouse SR-BI HDL lipid transfer inhibition; Q61009; ldlA[mSR-BI] CHO cells, DiI-HDL uptake fluorescence, 3 h; inhibition, % at 12.5 µM; 320,000 tested, 0.96% active;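 active means mean replicate inhibition of at least 70% and a set share of replicates each scoring 70 or more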;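 further: 0% = median of neutral control wells and 100% = median of positive control wells; values of inactives mirror those of a sister screen read the other way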
HTR5A ag ctr = activates human HTR5A in OPRM1-OPRD1 agonist counter-screen; P47898; HTR5A agonist assay, luminescence, cell-based; activation, % at 9.3 µM; 340,000 tested, 0.61% active; in the data active means activation mostly above about 9.5%, no sharp cut-off; inactive means mostly below about 7.6%;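 further: 0% = cells with vehicle only and 100% = reference agonist; strong numbers were not always called active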
Target sequence (P47898 whole entry, looked up): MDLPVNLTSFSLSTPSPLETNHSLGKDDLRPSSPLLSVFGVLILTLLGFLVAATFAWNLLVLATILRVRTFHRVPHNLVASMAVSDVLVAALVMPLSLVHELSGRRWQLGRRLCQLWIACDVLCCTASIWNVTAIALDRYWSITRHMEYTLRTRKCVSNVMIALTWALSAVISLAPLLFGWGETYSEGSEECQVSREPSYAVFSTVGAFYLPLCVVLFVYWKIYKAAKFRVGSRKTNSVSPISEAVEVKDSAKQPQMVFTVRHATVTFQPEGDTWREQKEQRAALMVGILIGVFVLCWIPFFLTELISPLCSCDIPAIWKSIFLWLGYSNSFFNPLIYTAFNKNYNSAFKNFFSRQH
Wnt bcat act = activators of Wnt/beta-catenin signaling | Wnt/beta-catenin reporter cell assay, activator, plate reader | activation, % at 9.35 µM | 300,000 tested, 1.2% active | AID 743398; in the data active means activation above about 30%, passing the limit was not always enough;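 further: 0% = neutral control wells and 100% = positive control wells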
CDK5 p35 inh = inhibitors of human CDK5/p35 kinase | inhibition, % at 10 µM | Recombinant CDK5/p35, ADP-Glo luminescence, 60 min | Q00535+Q15078 | AID 488839 | 330,000 tested, 0.01% active;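 active means highest replicate inhibition of at least 50% and at least 75% of replicates reaching 50%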;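 further: plate controls were DMSO neutral control for no effect and GW8510 at 10 µM for full effect; many of its hits are not listed in these tables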
PvdQ acylase = P. aeruginosa PvdQ acylase inhibition; inhibition, % at 10 µM; AID 488965; purified PvdQ acylase, fluorescence plate reader; 340,000 tested, 0.063% active; in the data active means inhibition above about 30%, passing the limit was not always enough;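 further: 0% = vehicle neutral wells and 100% = reference inhibitor wells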
RTF Ca sens act = increases calcium sensitivity of human cardiac regulated thin filaments; 340,000 tested, 0.24% active; activation, % at 7.2 µM; AID 493008; P19429+P45379; IANBD-labeled TnC RTF fluorescence at EC20 calcium; 0% EC20 calcium, 100% full calcium;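 active means activation above the mean over all tested compounds plus 3 SD, cut at about 30% in these data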;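 further: rise in fluorescence read as greater calcium sensitivity of cardiac thin filaments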
dFosB act = activators of mouse delta FosB homodimer | activation, % at 25 µM | 340,000 tested, 0.99% active | purified delta FosB, TAMRA-CDK5 oligo fluorescence polarization; percent of positive-control signal above neutral wells;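 active means mean activation above about 17%, with every replicate also reaching it, limit read from the data, passing the limit was not always enough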;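 further: fluorescence polarization rise as delta FosB binds a TAMRA Cdk5 AP-1 oligo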
Target sequence (P13346 whole entry, looked up): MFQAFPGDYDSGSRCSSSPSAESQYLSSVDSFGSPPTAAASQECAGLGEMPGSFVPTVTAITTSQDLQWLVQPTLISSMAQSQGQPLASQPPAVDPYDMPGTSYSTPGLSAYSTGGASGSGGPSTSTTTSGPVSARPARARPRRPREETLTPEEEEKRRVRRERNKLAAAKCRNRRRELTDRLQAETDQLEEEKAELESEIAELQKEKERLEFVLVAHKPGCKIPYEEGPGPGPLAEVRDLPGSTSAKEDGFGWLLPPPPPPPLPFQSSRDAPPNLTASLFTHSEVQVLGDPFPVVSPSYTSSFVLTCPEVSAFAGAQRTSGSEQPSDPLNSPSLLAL
Starred values were filed as active, the others as inactive; . = not tested or not shown. Not a hit list; overall some 4.4% were active at least once.

entry	molecule	MITF TRPM1 HTS	SR-BI DiI-HDL act	Rtt109 HAT inh	SR-BI HDL uptake	HTR5A ag ctr
1	NC(N)=N/N=C/c1ccc(Br)cc1	-8.7	7.1	8.2	-7.1	-2.6
2	O=C(c1ccc(Cl)c(S(=O)(=O)N2CCCCCC2)c1)N1CCN(c2ccc(O)cc2)CC1	-26.5	-49.0	-4.1	49.0	8.7
3	COC(=O)c1ccc(N)c(N=CC2=C(O)CC(C)(C)CC2=O)c1	9.5	6.7	-2.9	-6.7	3.7
4	CN(C)c1ncc(C(=O)O)cn1	6.0	22.4	-5.0	-22.4	-5.7
5	CCC(=O)Oc1oc(-c2ccccc2)nc1C=Nc1ccc(C)cc1	.	-12.5	13.6	12.5	-1.4
6	Cc1ccnc(NC(=O)CS(=O)(=O)Cc2ccccc2)c1	-11.7	.	2.8	.	11.6
7	COc1cccc(OC)c1C(=O)NC(=S)NCc1ccco1	-2.9	-17.0	15.5	17.0	4.8
8	COC(=O)Cn1c(O)c(N=NC(=O)CNC(=O)c2ccc3c(c2)OCCO3)c2ccccc21	7.8	20.7	-2.7	-20.8	2.2
9	COc1ccc(CCNC(=O)c2ccc(CN3CCOCC3)cc2)cc1	2.9	24.2	12.6	-24.2	5.7
10	CN(c1ccccc1)S(=O)(=O)c1ccc2c(c1)OCCO2	5.8	31.2	5.1	-31.2	-4.3
11	COC(=O)Cn1c(=NC(=O)CSCC(=O)Nc2cc(C)on2)sc2ccccc21	.	1.0	-0.3	-1.0	0.7
12	CCc1ccc2nc(NC(=O)c3cc(C)on3)sc2c1	18.7	20.4	6.9	-20.4	7.6

entry	Wnt bcat act	CDK5 p35 inh	PvdQ acylase	RTF Ca sens act	dFosB act
1	-8.0	-5.2	-22.5	3.7	-12.1
2	1.6	0.5	-18.1	-1.5	-7.2
3	-0.3	-0.9	-3.0	5.9	-5.1
4	-0.7	-0.2	12.7	2.3	-3.1
5	11.9	1.6	-12.7	3.4	-1.4
6	.	-1.3	-11.5	0.0	-5.4
7	-1.1	1.6	17.6	7.2	-9.2
8	0.4	-5.4	-2.5	5.8	-15.7
9	5.9	-1.7	6.0	-4.1	4.1
10	-0.7	1.3	0.6	1.5	-5.1
11	3.2	0.1	-4.7	-4.8	1.6
12	.	-0.1	-5.2	-1.7	-14.2

The list continues.
entry	molecule	MITF TRPM1 HTS	SR-BI DiI-HDL act	Rtt109 HAT inh	SR-BI HDL uptake	HTR5A ag ctr
13	Cc1ccc(N(CC(=O)N2CCN(c3ccccc3F)CC2)S(=O)(=O)c2c(C)noc2C)cc1	-5.5	-8.7	-5.0	8.7	2.2
14	Cc1ccc(C(=O)NC(=S)Nc2ccc(N3CCOCC3)cc2)cc1	-2.0	-13.4	-1.3	13.4	-3.1
15	CCC(C)(C(=O)NC1CCCCC1)N(C)C(=O)c1ccc2c(c1)OCO2 (stereo not drawn)	9.2	-0.8	0.6	0.8	3.2
16	Nn1c(COc2ccccc2F)nnc1SCC(=O)NC1CCCCC1	10.9	2.8	0.2	-2.8	0.0
17	O=C(/C=C/c1ccc(OC(F)F)cc1)Nc1cccc(S(=O)(=O)N2CCOCC2)c1	2.0	-79.8	4.2	79.8*	4.8
18	Cn1c(N)c(N2CCCCC2)c(=O)n(CC(=O)Nc2ccc(Cl)c(Cl)c2)c1=O	-12.6	-2.4	22.5	2.4	9.1
19	CC(C)c1ccc(N(CC(=O)NCc2ccco2)C(=O)CCC(=O)Nc2nccs2)cc1	6.1	.	-11.8	.	1.7
20	COc1cc(S(=O)(=O)N2CCOCC2)ccc1NC(=O)COC(=O)c1cc(OC)c(OC)c(OC)c1	.	-17.4	18.6	17.4	-5.4
21	COc1ccc(OC)c(NC(=O)COC(=O)C2CCN(C(=O)c3ccc(Cl)cc3)CC2)c1	6.2	-13.0	3.1	13.0	-0.5
22	CC(=O)CC(=O)Nc1ccc(Nc2ccccc2)cc1	4.3	-2.0	-7.6	2.0	0.9
23	N/C(=N\OC(=O)CCC1CCCCC1)c1cccc([N+](=O)[O-])c1	.	13.7	-7.4	-13.7	8.4
24	CCOC(=O)c1c(CC(C)C)csc1NC(=O)C(C)C	-2.4	-21.5	-10.7	21.5	0.4

entry	Wnt bcat act	CDK5 p35 inh	PvdQ acylase	RTF Ca sens act	dFosB act
13	3.0	-2.0	-15.9	0.2	-0.7
14	-1.2	-2.5	-1.5	2.4	-3.0
15	-9.7	0.8	10.1	-1.2	4.4
16	-1.5	-0.4	-16.6	2.9	-1.9
17	6.8	0.3	2.0	4.2	-14.1
18	.	-0.9	7.4	-12.7	-9.1
19	-0.8	-2.5	-9.7	-2.1	-18.1
20	-3.1	1.0	6.2	1.3	6.8
21	-0.9	-3.2	-13.7	-0.5	-4.6
22	-6.9	0.5	-3.7	0.2	-8.8
23	.	0.2	-8.7	-0.1	1.0
24	.	0.5	-7.2	4.5	-0.8

More records follow:
entry	molecule	MITF TRPM1 HTS	SR-BI DiI-HDL act	Rtt109 HAT inh	SR-BI HDL uptake	HTR5A ag ctr
25	COCCNC(=O)CS(=O)Cc1nc(-c2ccc(Cl)cc2)oc1C (stereo not drawn)	-16.9	3.0	0.8	-3.0	-0.9
26	COc1ccc(/C=N/n2c(-c3n[nH]c4c3CCC4)n[nH]c2=S)c(OC)c1OC	7.7	-1.5	4.7	1.5	-2.2
27	Cc1ccc(S(=O)(=O)CCC(=O)OCC(=O)c2c[nH]c3ccccc23)cc1	-9.8	3.0	-2.3	-3.0	1.3
28	CC(=O)Nc1ccc(NC(=O)CN(c2ccc([N+](=O)[O-])cc2)S(=O)(=O)c2ccccc2)cc1	2.1	4.4	0.3	-4.4	-0.2
29	CC1CCCC(C(=O)OCc2ccccc2)N1 (stereo not drawn)	-10.3	1.9	0.8	-1.9	-5.4
30	O=C(CCC1CCN(C(=O)Cc2c(F)cccc2F)CC1)NC1CC1	10.3	40.0	-1.1	-40.0	-0.1
31	O=C1c2ccccc2S(=O)(=O)N1Cc1cccc(S(=O)(=O)N2CCOCC2)c1	-1.4	-18.3	1.8	18.3	13.1
32	Cn1nc(C(=O)Nc2ccccc2N2CCOCC2)ccc1=O	10.7	-5.0	-3.5	5.0	-5.3
33	CCOC(=O)c1sc(=S)n(C)c1C	.	4.4	-1.6	-4.5	2.6
34	Cc1ccc(S(=O)(=O)N2CCC(C(=O)Nc3ccccc3N3CCCCC3)CC2)cc1C	0.5	-26.0	9.2	26.0	9.7
35	N#CC1=C2SCN(Cc3ccco3)CN2C(=O)CC1c1ccccc1F (stereo not drawn)	2.9	-20.8	9.3	20.8	4.4
36	OCc1ccccc1OCCOc1ccc(Cl)c2cccnc12	16.2	-30.3	-5.9	30.3	0.3

entry	Wnt bcat act	CDK5 p35 inh	PvdQ acylase	RTF Ca sens act	dFosB act
25	1.8	-5.8	-9.4	8.3	8.4
26	1.9	2.9	12.5	3.2	5.1
27	-2.5	-2.1	-7.6	-0.2	-5.3
28	-0.1	-8.1	-8.2	-4.5	-5.6
29	0.2	0.4	-4.0	-4.1	-15.2
30	1.4	.	-13.7	-6.3	0.3
31	8.9	-0.6	-11.8	6.6	-4.4
32	0.8	0.1	-2.6	-6.1	1.2
33	-5.7	2.0	-10.7	7.3	7.3
34	-0.9	-6.6	-9.5	-5.2	-2.6
35	.	4.6	-7.9	-0.4	-3.6
36	14.8	3.1	-3.6	3.0	-18.8

Three entries from above, set out differently:
(26) COc1ccc(/C=N/n2c(-c3n[nH]c4c3CCC4)n[nH]c2=S)c(OC)c1OC
  MITF TRPM1 HTS: 7.7; SR-BI DiI-HDL act: -1.5; Rtt109 HAT inh: 4.7; SR-BI HDL uptake: 1.5; HTR5A ag ctr: -2.2; Wnt bcat act: 1.9; CDK5 p35 inh: 2.9; PvdQ acylase: 12.5; RTF Ca sens act: 3.2; dFosB act: 5.1

(27) Cc1ccc(S(=O)(=O)CCC(=O)OCC(=O)c2c[nH]c3ccccc23)cc1
  MITF TRPM1 HTS: -9.8; SR-BI DiI-HDL act: 3.0; Rtt109 HAT inh: -2.3; SR-BI HDL uptake: -3.0; HTR5A ag ctr: 1.3; Wnt bcat act: -2.5; CDK5 p35 inh: -2.1; PvdQ acylase: -7.6; RTF Ca sens act: -0.2; dFosB act: -5.3

(28) CC(=O)Nc1ccc(NC(=O)CN(c2ccc([N+](=O)[O-])cc2)S(=O)(=O)c2ccccc2)cc1
  MITF TRPM1 HTS: 2.1; SR-BI DiI-HDL act: 4.4; Rtt109 HAT inh: 0.3; SR-BI HDL uptake: -4.4; HTR5A ag ctr: -0.2; Wnt bcat act: -0.1; CDK5 p35 inh: -8.1; PvdQ acylase: -8.2; RTF Ca sens act: -4.5; dFosB act: -5.6

Carrying on.
entry	molecule	MITF TRPM1 HTS	SR-BI DiI-HDL act	Rtt109 HAT inh	SR-BI HDL uptake	HTR5A ag ctr
37	CC(C)CCN1NC2(CCCC(C)C2)NC1=S (stereo not drawn)	.	7.9	3.8	-7.9	.
38	CCCn1c(NC(=O)c2ccc(Br)cc2)nc2ccccc21	2.2	-57.3	-1.7	57.4	3.9
39	O=C(NC(Cc1c[nH]c2ccccc12)C(=O)Nc1ccc(OC(F)(F)F)cc1)c1cccs1 (stereo not drawn)	-1.7	18.3	.	-18.3	-3.7
40	O=C1CCCN1CCCNc1nc2c(S(=O)(=O)c3ccccc3)nnn2c2ccc(Cl)cc12	-12.4	17.3	-6.6	-17.3	5.6
41	CNC(=O)NC(=O)COc1ccc2oc3c(c2c1)CCCC3	40.2	.	2.6	.	11.6
42	CN(C)CCCNC(=S)N(CCCN(C)C)Cc1cc2cc3c(cc2[nH]c1=O)OCO3	5.8	22.1	-6.0	-22.1	1.2
43	O=C1CCc2cc(S(=O)(=O)NCCC(=O)NC3CCN(Cc4ccccc4)CC3)ccc2N1	.	.	-7.6	9.3	0.6
44	COc1ccccc1NC(=O)C1=C(C)NC(=O)NC1c1cc(C)cs1 (stereo not drawn)	3.5	24.0	-4.2	-23.9	2.9
45	Cn1cccc1/C=N/NC(=O)c1cc(-c2cccs2)nc2ccccc12	-28.8	-54.9	7.0	54.9	-0.3

entry	Wnt bcat act	CDK5 p35 inh	PvdQ acylase	RTF Ca sens act	dFosB act
37	-2.5	0.9	-15.7	.	-3.1
38	.	0.9	-6.3	-3.2	0.2
39	-2.6	-0.5	0.3	-6.5	-3.0
40	3.1	-0.8	-10.0	-6.0	-6.3
41	6.4	0.1	-3.1	-3.5	-4.2
42	0.1	1.1	-6.4	3.0	6.5
43	2.0	-0.8	-12.6	4.7	-8.3
44	-5.7	1.2	-12.0	0.5	5.3
45	.	0.9	15.6	-5.0	0.7
